Source: PubChem
HTT ATP protect – qHTS Multiplex Assay to Identify Dual Action Probes in a Cell Model of Huntington: Cytoprotection (ATP); PC12 HTT-Q103 induced, cytoprotection, ATP luminescence, 40 h; Potency, µM (series often up to 56.4 µM), inactives show cytoprotection (ATP increase), usual class: activators; 230,000 tested, 0.14% active; AID 1471, 2008;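 also: % of control where 0% means no effect; nearly all actives have a fitted effect of over 45% in size; toxic huntingtin expression switched on by the ecdysone agonist tebufenozide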
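Stable PC12 Q103-GFP cells in serum-supplemented, phenol red-free DMEM; induction by tebufenozide at 100 nM final; compound dose series; cell viability quantified luminescently from ATP.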
TRb SRC2 PPI – qHTS for Inhibitors of the Interaction of Thyroid Hormone Receptor and Steroid Receptor Coregulator 2 | TRbeta-SRC2 peptide binding, fluorescence polarization; receptor liganded with 1 µM T3 | Potency, µM (doses to about 106 µM), inactives show at the highest dose activity change, negative = inhibition, most hits filed as inhibitors | 280,000 tested, 0.065% active | AID 1469, 2008;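 also: plate controls were bound peptide for no effect and peptide without receptor for full effect; nearly all actives have a fitted effect of over 50% in size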
Target sequence (P10828 whole entry, looked up): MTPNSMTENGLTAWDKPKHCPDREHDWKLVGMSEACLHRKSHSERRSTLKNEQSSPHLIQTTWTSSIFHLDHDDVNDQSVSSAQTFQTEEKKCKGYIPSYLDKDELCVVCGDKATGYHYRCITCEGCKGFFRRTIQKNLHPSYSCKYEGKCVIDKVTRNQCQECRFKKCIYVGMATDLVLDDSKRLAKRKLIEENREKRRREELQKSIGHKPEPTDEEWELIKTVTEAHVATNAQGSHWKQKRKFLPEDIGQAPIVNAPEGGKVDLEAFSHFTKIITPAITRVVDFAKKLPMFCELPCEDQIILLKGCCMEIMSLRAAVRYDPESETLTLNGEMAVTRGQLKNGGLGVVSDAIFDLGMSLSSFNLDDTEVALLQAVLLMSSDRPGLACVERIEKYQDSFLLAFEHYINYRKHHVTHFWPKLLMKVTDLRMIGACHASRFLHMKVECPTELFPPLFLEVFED
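Each compound concentration gave % activity, normalized to unbound and bound Texas Red SRC2 controls, from polarization read after 5 hr ambient incubation with T3-loaded human TRb LBD.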
Tau fluor counter – Counterscreen qHTS for Inhibitors of Tau Fibril Formation, Fluorescence Polarization. tau K18 P301L Alexa594 fluorescence, heparin fibrillization. Potency, µM (series often up to 57.7 µM), inactives show top-dose activity change, negative = decrease. 280,000 tested, 0.93% active. AID 1463, 2008; also: % is scaled to controls: 0 for no effect and ±100 for the full control effect; nearly all actives have a fitted effect of over 55% in size
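Human K18 P301L tau (15 uM unlabeled plus 0.24 uM Alexa 594-labeled, final) in 100 mM sodium acetate pH 7 was mixed with compound and 20 uM heparin and incubated 6 hr at 37 C.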
Tau fibril ThT – qHTS for Inhibitors of Tau Fibril Formation, Thioflavin T Binding. 270,000 tested, 2.1% active. recombinant tau K18 P301L, heparin-induced fibrillization, ThT fluorescence. Potency, µM (doses to about 57.4 µM), for inactives: at the top dose activity, negative = inhibition, usual class: inhibitors; also: % is scaled to controls: 0 for no effect and ±100 for the full control effect; nearly all actives have a fitted effect of over 55% in size
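ThT emission at 510 nm, taken 1 hr after adding 30 uM dye, quantifies aggregates formed when 20 uM heparin acts on human tau K18 P301L for 6 hr at 37 C.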
L3MBTL1 block – qHTS Assay for the Inhibitors of L3MBTL1; AlphaScreen L3MBTL1–H3K9me1 peptide binding; AID 485360, 2010; Lethal(3)malignant brain tumor-like protein 1 (Homo sapiens), Q9Y468; 230,000 tested, 0.66% active; Potency, µM (highest dose often 57.1 µM), inactives show at the highest dose activity, negative = inhibition, usual class: inhibitors; also: % is scaled to controls: 0 for no effect and ±100 for the full control effect; nearly all actives have a fitted effect of over 60% in size
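AlphaScreen proximity signal between nickel-chelate acceptor and streptavidin donor beads (final 10 ug/mL) reports binding of 50 nM L3MBTL1 to 75 nM biotin-H3 K9me1 peptide; complex incubated with compounds 30 min at room temperature; cefsulodin titration as control.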
TexasRed fluor – Total Fluorescence Counterscreen for Inhibitors of the Interaction of Thyroid Hormone Receptor and Steroid Receptor Coregulator 2; TRb/SRC2 Texas Red total fluorescence interference; Potency, µM (titrated, usually from 106 µM), for the others: at the highest dose fluorescence change, negative = quenching; 280,000 tested, 0.29% active; AID 1479, 2009; active = well fitted curve in either direction with a large enough effect; inconclusive = small, poorly fitted or top-dose-only effect; also: % is scaled to controls: 0 for no effect and ±100 for the full control effect
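Human TRβ ligand-binding domain (0.6 uM) and Texas Red SRC2 peptide (20 nM) in Tris buffer with 1 uM T3 and 5% DMSO were incubated with pinned compound for 5 hr at ambient temperature. Total fluorescence was computed as S + 2P (555/632 nm).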
Tau fibril FP – qHTS for Inhibitors of Tau Fibril Formation, Fluorescence Polarization. Microtubule-associated protein tau (Homo sapiens), P10636. 280,000 tested, 0.39% active. Potency, µM (highest dose often 57.7 µM), for the others: at the highest dose activity, negative = inhibition, actives largely listed as inhibitors. K18 P301L tau heparin fibrillization, Alexa594 FP, 6 h; also: % is scaled to controls: 0 for no effect and ±100 for the full control effect; nearly all actives have a fitted effect of over 55% in size
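Human K18 P301L fragment (15 uM unlabeled plus 0.24 uM Alexa 594-labeled) in 100 mM sodium acetate pH 7 with compound, aggregation induced by 20 uM heparin for 6 hr at 37 C. ThT (30 uM) added for 1 hr, then Alexa 594 FP read.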
RECQ1 inh – qHTS Assay for Inhibitors of RecQ-Like Dna Helicase 1 (RECQ1); ATP-dependent DNA helicase Q1 (Homo sapiens), P46063; RECQ1 DNA unwinding, red fluorescence kinetic read; Potency, µM (top dose mostly 57.3 µM), for inactives: at the top dose activity, negative = inhibition, usual class: inhibitors; 240,000 tested, 0.54% active; AID 2549, 2010;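 also: plate controls were vehicle for no effect and no enzyme for full effect; nearly all actives have a fitted effect of over 30% in size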
Target sequence (P46063 whole entry, looked up): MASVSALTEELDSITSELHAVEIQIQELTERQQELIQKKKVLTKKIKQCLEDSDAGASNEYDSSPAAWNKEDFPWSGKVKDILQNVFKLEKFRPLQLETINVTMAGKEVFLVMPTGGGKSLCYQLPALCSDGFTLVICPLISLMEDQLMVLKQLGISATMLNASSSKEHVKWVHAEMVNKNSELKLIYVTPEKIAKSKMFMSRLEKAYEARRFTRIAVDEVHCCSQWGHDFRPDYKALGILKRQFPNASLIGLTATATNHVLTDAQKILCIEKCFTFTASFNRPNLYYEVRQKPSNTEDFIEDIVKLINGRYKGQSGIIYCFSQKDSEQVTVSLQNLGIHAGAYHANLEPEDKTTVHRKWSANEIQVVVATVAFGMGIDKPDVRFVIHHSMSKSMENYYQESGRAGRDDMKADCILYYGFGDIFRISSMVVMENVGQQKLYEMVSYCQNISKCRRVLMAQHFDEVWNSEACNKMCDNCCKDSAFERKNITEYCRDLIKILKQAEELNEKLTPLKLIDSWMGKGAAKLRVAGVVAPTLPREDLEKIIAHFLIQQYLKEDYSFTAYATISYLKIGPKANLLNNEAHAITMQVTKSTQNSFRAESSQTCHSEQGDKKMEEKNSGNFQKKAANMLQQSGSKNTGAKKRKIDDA
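50 nM RECQ1T1 preincubated 15 min with compound in Tris pH 8.0 buffer with MgCl2, DTT, Tween-20 and 2.5 ug/ml poly(dI-dC); started with 200 nM TAMRA/BHQ-2 forked duplex and 2 mM ATP. Unwinding read as fluorescence (525/598 nm), two reads 2 h apart.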
An asterisk follows results filed as active; i = inactive; ? = inconclusive; nt = no result given; & = joins results of further samples; ! = not confirmed by another sample; [ ] = another dose, or the depositor's remark. Unless noted, calls follow the shape of the dose curve; as a rule, active = well fitted curve in the direction sought with a large enough effect; inconclusive = small, poorly fitted or top-dose-only effect, or another doubt; inactive = no such curve, though single readings can be large; an effect the other way counts as inactive or inconclusive. Potency is read from the fitted curve at half-maximal effect. A portion of the library, so the mix of outcomes need not match the whole.

Every second line gives: HTT ATP protect, TRb SRC2 PPI, Tau fluor counter, Tau fibril ThT, L3MBTL1 block, TexasRed fluor, Tau fibril FP, RECQ1 inh
- O=C(Oc1ccc(Cl)cc1)c1ccc2nccnc2c1
  ?, -16%, -6%, -16%, nt, -1%, -6%, 1%
- O=C(/C=C/Nc1ccccc1)C(F)(F)F
  -8%[10 µM], -1%, -4%, -1%, 4%, -2%, 3%, 0%
- CCC(C)c1ccc(OCC(=O)Nc2ccc3[nH]c(=O)[nH]c3c2)cc1 (stereo unspecified)
  nt, -2%, -11%, -12%, 1%, -3%, 6%, 1%
- COc1ccc(N2C(=O)CC(SCc3ccc(Cl)cc3)C2=O)cc1 (stereo unspecified)
  23%[10 µM], -3%, -21%, nt, nt, -1%, 7%, -7%
- NC(=O)c1nnn(-c2cccc(C(F)(F)F)c2)c1-c1ccccc1
  23%[10 µM], -8%, 1%, nt, nt, -2%, 5%, -10%
- O=C(c1n[nH]c(=O)c2ccccc12)N1CCN(Cc2ccc3c(c2)OCO3)CC1
  -10%[10 µM], 2%, -10%, -8%, nt, -1%, -7%, 1%
- CC1(C)CC(=O)c2c(oc3cc(O)c(O)cc23)C1
  -30%&-31%, 9%&-8%, ?, 28µM*, nt, -5%&0%, ?, 20µM*!
- Cc1ccccc1CN(c1ccc(C(=O)N2CCCC2)cc1)S(C)(=O)=O
  -9%[0.074 µM], -1%, 2%, -3%, 2%, 1%, 0%, -7%
- Cc1ccc(S(=O)(=O)Cc2nc(-c3ccc(C(=O)NCc4ccccc4F)cc3)oc2C)cc1
  nt, ?, -2%, 16%, nt, -6%, -10%, nt
- COc1cc(S(=O)(=O)N2CCN(C)CC2)ccc1Cl
  9%[10 µM], -25%, -6%, -2%, ?, -2%, -6%, -1%
- Cc1cc2nc(-c3ccc(OCc4ccccc4Cl)cc3)cc(C(F)(F)F)n2n1
  nt, 11%, -11%, ?, nt, -5%, -12%, nt
- Cn1c(=O)c(S(=O)(=O)C(C)(C)C)c(O)c2ccccc21
  6%[0.074 µM], 1%, 0%, -9%, 9%, 1%, 0%, -5%
- COC(=O)Nc1c(C)nn(Cc2ccccc2C)c1C
  -12%[0.074 µM], -7%, 6%, 2%, -3%, 1%, -2%, -15%
- O=C(N/N=C/c1cc([N+](=O)[O-])ccc1Cl)c1ccc2nc[nH]c2c1
  -35%, -11%, -30%, ?, -6%, -8%, 3%, i
- Cn1c(C(=O)NCc2ccccc2Cl)cc2sc(Cl)cc21
  nt, 5%, ?, -8%, nt, 9%, -11%, nt
- N=c1c2ccccc2nnn1-c1ccc(C(F)(F)F)cc1
  -30%, -5%, -4%, 4%, ?, -4%, ?, -1%
- C[C@@](O)(/C=C/[C@H]1CC=CC(=O)O1)[C@@H](C[C@@H](O)\C=C/C=C\C=C\CO)OP(=O)(O)O
  7%[10 µM], 0%[11.2 µM], -11%[11.6 µM], ?, nt, -4%[11.2 µM], ?, -9%[11.5 µM]
- COc1cc(NC(=S)NCCCN(C)C)c(OC)cc1NC(=O)c1ccco1
  -8%[10 µM], -7%, nt, nt, nt, -2%, nt, -6%
- Cc1ccc(NC(=O)Cn2cccc2C2=NC(c3ccccc3)CO2)c(C)c1 (stereo unspecified)
  8%[10 µM], 0%, 2%, -3%, 2%, 1%, -3%, -2%
- CC1C2CC(CC1(C)C)N(C(=O)Nc1ccc3nccnc3c1)C2 (stereo unspecified)
  -4%, -6%, -11%, -4%, 2%, 0%, 1%, i
- Cc1ccc(CNC(=O)CCC(=O)c2cccs2)cc1
  1%, -16%, -5%, -11%, nt, 2%, -4%, i
- COc1ccc(C(=O)NCc2ccc3c(c2)OCO3)cc1S(=O)(=O)N(C)Cc1ccccc1
  3%[1.9 µM], 5%, ?, -9%, -10%, -15%, -4%, -10%
- Cc1c(NC(=O)C2CCCCC2)cc(C(=O)N2CCOCC2)cc1[N+](=O)[O-]
  -19%, -3%, 1%, 2%, 26%, -1%, 0%, -15%
- CC(/C=C1\N=C(SCc2ccccc2)SC1=O)=C\c1ccccc1
  nt, -11%, -23%, ?, -18%, -8%, 1%, -1%
- OC(COc1cc(Cl)c(Cl)cc1Cl)CN1CCN(c2ncccn2)CC1 (stereo unspecified)
  -4%[10 µM], 7%, 6%, 11%, -9%, -4%, -1%, -2%
- COc1cc(CN2CCCC(CCC(=O)NCc3ccc(C)o3)C2)cc2c1OCO2 (stereo unspecified)
  7%[10 µM], -1%, -11%, -18%, -10%, 0%, -5%, -10%
- Clc1ccc(-c2cc(-c3ccccn3)on2)c(Cl)c1
  -79%[inhibitor][10 µM], -3%, -23%, ?, 16%, -3%, -11%, 19%
- O=C(NCc1cccs1)C1CCN(S(=O)(=O)c2ccc(Br)s2)CC1
  21%, -2%, -15%, -9%, nt, -6%, 4%, -7%
- CC(C)(C)c1ccc(C(=O)N2CCCCC2CCN2CCCCC2)cc1 (stereo unspecified)
  nt, 5%, -4%, -2%, nt, 0%, 2%, nt
- COc1cccc(-c2nc(SCc3ccc(C)cc3)n3[nH]c(=O)cc3n2)c1
  nt, -2%, ?, ?, nt, 0%, -3%, nt
- CCOC(=O)N1CCN(c2c(NCC3CCCO3)c(=O)c2=O)CC1 (stereo unspecified)
  12%, 14%, -8%, -8%, nt, 0%, -6%, -3%
- CCCn1c(-c2ccc(F)cc2)nc2c(NCCN3CCSCC3)nc(C)nc21
  -36%[inhibitor], 5%, -8%, -2%, nt, 0%, -3%, i
- Cc1nc2ccccc2c2oc(C(=O)NCc3ccccn3)cc12
  4%, 0%, -2%, -10%, -12%, 0%, -2%, 8%
- CCOC(=O)CN(C(=O)CNC(=O)c1ccco1)C(C(=O)NC1CCCC1)c1ccccc1OCC (stereo unspecified)
  -18%, 1%, 0%, -5%, -1%, -5%, 0%, -7%
- CCC1C(=O)N=C(SCC(=O)Nc2ccc(S(N)(=O)=O)cc2)NC1=O (stereo unspecified)
  nt, -1%, 1%, -11%, 1%, -1%, -7%, 3%
- Nc1cccc2c1C(=O)N(C(=O)c1cccc(S(=O)(=O)N3CCCC3)c1)C2=O
  ?, 4%, 0%, 5%, nt, 0%, -1%, -4%
- Cc1cc(C)c(NC(=O)C2CCN(c3nc4ccccc4n4cccc34)CC2)c(C)c1
  nt, 1%, ?, ?, nt, -5%, -1%, nt
- Cc1ccc(S(=O)(=O)N2CC=C(C(=O)NCCC(C)C)CC2)cc1
  -10%[10 µM], -2%, -8%, nt, nt, 0%, -13%, -2%
- Cc1cccc(-n2nnc(-c3nc(-c4cccs4)no3)c2N)c1C
  nt, 3%, 0%, 0%, nt, 2%, -14%, nt
- COc1ccc(C)cc1S(=O)(=O)N(C)CC(=O)Nc1ccc2c(c1)OCO2
  14%[10 µM], 6%, -10%, -11%, -1%, 1%, 2%, -1%
- COc1cc([N+](=O)[O-])ccc1NC(=O)CCCOc1cccc(C)c1C
  0%[10 µM], 14%, ?, -23%, -9%, -1%, 3%, -4%
- CS(=O)(=O)Nc1cccc(-c2nc(N3CCOCC3)c3ccccc3n2)c1
  14%, -6%, -3%, -2%, nt, -5%, -8%, ?
- O=C(CCSCCC(=O)NCc1ccc(F)cc1)NCc1ccc(F)cc1
  10%[10 µM], 4%, -3%, -7%, 1%, -1%, -6%, -7%
- O=C(c1ccc(-c2ccccc2)cc1)C1CCCN(C(=O)c2ccncc2)C1 (stereo unspecified)
  14%[10 µM], -4%, 18%, 14%, 2%, 3%, 7%, -16%
- CCOC(=O)c1cn(Cc2ccc(C)cc2)nn1
  nt, 3%, 5%, 4%, -8%, -2%, -7%, 4%

Reformatted field by field: 2 of the compounds above.
CCOC(=O)N1CCN(c2c(NCC3CCCO3)c(=O)c2=O)CC1 (stereo unspecified)
- HTT ATP protect: 12%
- TRb SRC2 PPI: 14%
- Tau fluor counter: -8%
- Tau fibril ThT: -8%
- L3MBTL1 block: nt
- TexasRed fluor: 0%
- Tau fibril FP: -6%
- RECQ1 inh: -3%

CCCn1c(-c2ccc(F)cc2)nc2c(NCCN3CCSCC3)nc(C)nc21
- HTT ATP protect: -36%[inhibitor]
- TRb SRC2 PPI: 5%
- Tau fluor counter: -8%
- Tau fibril ThT: -2%
- L3MBTL1 block: nt
- TexasRed fluor: 0%
- Tau fibril FP: -3%
- RECQ1 inh: i

The list goes on:
Every second line gives: HTT ATP protect, TRb SRC2 PPI, Tau fluor counter, Tau fibril ThT, L3MBTL1 block, TexasRed fluor, Tau fibril FP, RECQ1 inh
- CC1(C)NC(=O)N(CCCCOc2ccc3c(c2)CCC3)C1=O
  -5%, -1%, 3%, -10%, 1%, 0%, ?, i
- Cc1ccc(NC(=O)C2CCCN2S(=O)(=O)c2ccc(F)cc2)c(C)c1 (stereo unspecified)
  4%, -3%, 1%, 3%, 0%, 2%, -2%, -9%
- C=C1SC(=Nc2c(C)cc(C)cc2C)N(C(=O)c2sc3ccccc3c2Cl)C12CCCCC2
  30%[10 µM], 0%, -10%, -15%, 2%, 1%, ?, -7%
- COCCCN1C(=O)C(=O)/C(=C(/O)c2ccc(OC)cc2C)C1c1cccnc1 (stereo unspecified)
  -6%[0.074 µM], -8%, 7%, 1%, 8%, 0%, 3%, 10%
- CC1CCCCN1C(=S)NCCc1ccccc1 (stereo unspecified)
  -15%, -10%, 1%, 6%, nt, -3%, -1%, -7%
- CCOC(=O)c1ccc(NC(=O)CSc2nnnn2C2CCCCC2)cc1
  0%[1.9 µM], 9%, -1%, -1%, 2%, 3%, -6%, -9%
- FCCCOc1ccc(-c2ccnc(-c3ccccc3)n2)cc1
  -18%, -1%, ?, -18%, 46%[activator], 1%, -19%, -26%
